Assay outcomes (PubChem)
Vif-A3F inh – Vif-A3F binding inhibition; HeLa A3F-eYFP + Vif (tagged APOBEC3F with the HIV-1 protein that degrades it), YFP fluorescence increase; Potency, µM (series often up to 46.1 µM), inactives show top-dose activity, negative = active; 390,000 compounds, 0.2% hits; further: potency means the concentration at half of the fitted maximal effect; % of control where 0% means no effect; nearly all actives have a fitted effect of over 65% in size
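Fluorescence increase (Ex 488/Em 500-530) after overnight compound treatment at 37 deg C flags inhibition of Vif-driven A3F-eYFP loss in stable HeLa A3F-eYFP/Vif cells seeded overnight beforehand.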
RXFP1 agonist – agonists of human relaxin receptor RXFP1; AID 2676; Potency, µM (titrated, usually from 57.5 µM), inactives show at the top dose activation, usual class: activators; 370,000 compounds, 0.3% hits; HEK293T-RXFP1 cAMP TR-FRET, 30 min; response scale: percent of porcine relaxin response, buffer zero; further: potency means the concentration at half of the fitted maximal effect; on the % scale 0 is the no-effect control and ±100 the full control effect; nearly all actives have a fitted effect of over 60% in size; many of its hits are not listed in these tables
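HEK293 cells stably expressing RXFP1, treated 30 min at 37C with compounds plus PDE4 inhibitor Ro 20174; cAMP measured by HTRF TR-FRET. Normalized to buffer and 29 nM porcine relaxin; EC50 by Hill fit.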
D1 antag – human D1 dopamine receptor antagonism; AID 504652; HEK293 TREx D1 cells, calcium flux, dopamine EC80; stronger effect = lower value; P21728; 360,000 compounds, 3.2% hits; activity change, negative = inhibition, % at 10 µM; in the data active means activity change below about -30%; further: on the % scale 0 is the no-effect control and ±100 the full control effect
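HEK293 T-REx cells expressing inducible, force-coupled D1 receptor; no-wash Ca dye, 30–90 min RT. Cmpd → 180 s read at 1 Hz → EC80 DA → 180 s read.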
D1 potentiator – enhances dopamine response at the human D1 receptor | P21728 | HEK293 TREx D1 cells, calcium flux, dopamine EC20 potentiation | potentiation, % at 10 µM | 360,000 compounds, 0.036% hits | AID 504651; in the data active means potentiation above about 30%; further: 0% is about no effect
D1 agonist – agonists of human D1 dopamine receptor. HEK293 T-REx D1 cells, calcium flux, agonist mode. activation, % at 2 µM. P21728. 360,000 compounds, 1% hits; in the data active means activation above about 30%; further: 0% is about no effect
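Tetracycline-induced HEK293 TREx D1 cells, force-coupled to calcium signalling, were dye-loaded with a no-wash calcium kit. Compound was pin-added after a 10 s baseline. Fluorescence was read kinetically at 1 cycle/s for 180 s, with calcium rises flagged as agonism.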
D2 PAM – positively modulates the human D2 dopamine receptor allosterically | potentiation, % at 10 µM | P14416 | 340,000 compounds, 0.34% hits | HEK293 T-REx D2, calcium flux, EC20 dopamine potentiation | AID 485347;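 active means potentiation over 3 SD above the plate norm, cut at about 30% in these data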; further: 0% is about no effect
Target sequence (P14416 whole entry, looked up): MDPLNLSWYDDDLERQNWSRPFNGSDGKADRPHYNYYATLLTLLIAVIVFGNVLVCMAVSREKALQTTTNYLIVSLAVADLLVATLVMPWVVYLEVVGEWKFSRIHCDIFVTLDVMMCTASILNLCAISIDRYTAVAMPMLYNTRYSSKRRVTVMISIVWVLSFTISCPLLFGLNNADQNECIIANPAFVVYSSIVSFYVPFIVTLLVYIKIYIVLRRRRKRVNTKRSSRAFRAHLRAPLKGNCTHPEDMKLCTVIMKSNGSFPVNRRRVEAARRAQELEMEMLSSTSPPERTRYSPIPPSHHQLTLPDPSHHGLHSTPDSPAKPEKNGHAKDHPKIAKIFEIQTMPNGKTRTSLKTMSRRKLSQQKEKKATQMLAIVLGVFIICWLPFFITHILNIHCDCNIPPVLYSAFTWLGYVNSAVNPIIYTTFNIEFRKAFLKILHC
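Calcium flux readout, no-wash dye, 1 read/s. Inducible HEK293 Trex D2 line, overnight 30 C. Compound alone 180 s (agonist flags), then EC20 dopamine, another 180 s to score potentiation.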
LDHA inh – blocks human lactate dehydrogenase A; 480,000 compounds, 0.15% hits; activity change, % (values are at about 110 or 230 µM); purified LDHA, NADH/diaphorase-resazurin fluorescence; stronger effect = lower value; P00338; AID 1347041; in the data active means activity change below about -30%; inconclusive means mostly about -25% to -30%;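 further: plate controls were DMSO wells for no effect and wells without enzyme for full effect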
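Remaining NADH was detected by diaphorase (0.133 mg/mL) converting 37 µM resazurin to fluorescent resorufin, read at 0 and 20 minutes. The preceding 5-minute room-temperature reaction used 2 nM LDHA, 0.2 mM sodium pyruvate and 0.06 mM NADH at pH 7.4.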
Glioma ERSR ind – ER stress response induction in glioma; U87-MG GRP78 promoter luciferase reporter, 16 h; Potency, µM, without a hit: at the highest dose activation, actives largely listed as activators; 420,000 compounds, 0.02% hits; further: potency means the concentration at half of the fitted maximal effect; series mostly up to about 76 µM; % of control where 0% means no effect; nearly all actives have a fitted effect of over 35% in size
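Stably transfected U87-MG glioma cells carrying a GRP78-based luciferase sensor; 16 h compound incubation. Luminescence end-point read 10 min after Bright-Glo addition at room temperature.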
Vif-APOBEC3G blk – Vif-A3G binding inhibition; Potency, µM (top dose mostly 46.1 µM), for inactives: at the highest dose activity, negative = active, hits mostly inhibitors; Q9HC16; 410,000 compounds, 0.076% hits; HeLa A3G-eYFP + Vif (tagged APOBEC3G with the HIV-1 protein that degrades it), YFP fluorescence, overnight;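 further: potency means the concentration at half of the fitted maximal effect; on the % scale 0 is the no-effect control and ±100 the full control effect; nearly all actives have a fitted effect of over 60% in size; hits raise eYFP signal because A3G escapes Vif-driven loss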
Target sequence (Q9HC16 whole entry, looked up): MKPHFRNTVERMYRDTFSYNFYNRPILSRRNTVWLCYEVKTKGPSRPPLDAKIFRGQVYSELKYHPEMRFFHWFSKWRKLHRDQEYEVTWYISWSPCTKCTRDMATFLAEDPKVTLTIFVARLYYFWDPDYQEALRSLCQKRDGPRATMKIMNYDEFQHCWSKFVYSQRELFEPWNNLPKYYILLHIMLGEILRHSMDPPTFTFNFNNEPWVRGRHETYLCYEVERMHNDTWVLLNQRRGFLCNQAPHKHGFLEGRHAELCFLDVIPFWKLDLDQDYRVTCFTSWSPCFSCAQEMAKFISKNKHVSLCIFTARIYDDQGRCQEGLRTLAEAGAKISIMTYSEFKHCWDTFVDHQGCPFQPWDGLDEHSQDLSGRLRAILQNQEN
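HeLa cells stably expressing Vif and C-terminally eYFP-tagged A3G, seeded overnight at 37 deg C, then exposed to compound by pintool overnight at 37 deg C. Rise in yellow fluorescence (Ex 488/Em 500-530, Acumen) marks blocked Vif-driven A3G degradation.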
* = called active by the depositor; ? = inconclusive; · = not tested or not shown; & = joins results of further samples; ! = a repeat was not active; [ ] = dose if it differs, or a comment. Unless noted, the call rests on the fitted dose curve; in most records, active means well fitted curve in the direction sought with a large enough effect; inconclusive means small, poorly fitted or top-dose-only effect, or another doubt; inactive means no such curve, though single readings can be large; an effect the other way counts as inactive or inconclusive.

SMILES	Vif-A3F inh	RXFP1 agonist	D1 antag	D1 potentiator	D1 agonist	D2 PAM	LDHA inh	Glioma ERSR ind	Vif-APOBEC3G blk
COc1cccc(C2c3c(oc4ccc(F)cc4c3=O)C(=O)N2CCN2CCOCC2)c1OC (stereo not given)	-7%	0.4%	-1	-3	0	-5	-1	-6%	-1%
O=C(NCCN1CCN(S(=O)(=O)c2ccc(F)cc2)CC1)C(=O)NCc1ccccc1	-3%	-0.9%	-8	2	1	7	-11	-2%	-1%
Cc1cc(NS(=O)(=O)c2ccc(NC(=O)C(F)(F)F)cc2)nc(C)n1	-8%	-0.7%	5	1	3	0	-1	-1%	2%
O=C(CN(CC1CCCO1)C(=O)CNS(=O)(=O)c1ccc(F)cc1)NC1CCCC1 (stereo not given)	6%	2.6%	-2	-2	2	-6	-8	-6%	-1%
O=C1N[C@@H](c2ccccc2)COC(=O)[C@@H](Cc2ccc(F)cc2)CC/C=C/C[C@@H]1CC(=O)N(CCO)Cc1ccccc1	1%	·	·	·	·	·	4	-1%	0%
O=C(Nc1ccc(S(=O)(=O)Nc2nccs2)cc1)C(F)(F)F	1%	·	·	·	·	·	-1	-6%	0%
COc1ccc(Cc2nnc(Nc3ccc(C)cc3C)[nH]c2=O)cc1	-14%	0.4%	7	-3	4	3	-17	0%	-12%
O=C(NCCOCCNC(=O)OCc1ccccc1)OCc1ccccc1	6%	1.6%	12	-3	0	-1	-7	4%	0%
Cc1cccc(NC(=O)CSCC(=O)N2CCN(C(=O)c3ccco3)CC2)c1	1%	-0.2%	14	3	1	1	-1	-4%	-4%
O=C(NCc1ccco1)c1ccc2c(c1)N(Cc1ccc(Cl)cc1)CCS2	2%	16%	-37*	-8	2	-5	-11	0%	-6%
COc1ccccc1CNC(=O)C(Cc1c[nH]c2ccccc12)NC(=O)OCc1ccccc1 (stereo not given)	-7%	0.7%	-3	-6	-2	-6	2	-4%	1%
CCOc1ccc(OCC(=O)c2c(O)c3ccccc3oc2=O)cc1	-7%	-0.5%	-22	3	2	-1	20	2%	0%
CCOC(=O)c1[nH]c2ccccc2c1NC(=O)CCN1CC(C)OC(C)C1 (stereo not given)	2%	1.4%	-22	-3	1	-18	-22	-7%	0%
O=C(Cc1cccs1)N1CCC(c2nc3c(nnn3Cc3ccccc3Cl)c(=O)[nH]2)CC1	-5%	-0.5%	2	6	0	5	-1	-6%	-1%
COc1cc(NS(=O)(=O)c2ccc(NC(=S)NC(=O)/C=C/c3ccco3)cc2)ncn1	8%	8.4%	5	-8	0	6	-6	-3%	-8%

Look-ups from the list.
Result of `COc1cc(NS(=O)(=O)c2ccc(NC(=S)NC(=O)/C=C/c3ccco3)cc2)ncn1` in D1 antag: 5
Result of `O=C(NCc1ccco1)c1ccc2c(c1)N(Cc1ccc(Cl)cc1)CCS2` in Glioma ERSR ind: 0%
Result of `Cc1cc(NS(=O)(=O)c2ccc(NC(=O)C(F)(F)F)cc2)nc(C)n1` in D1 potentiator: 1

Going on with the list.
SMILES	Vif-A3F inh	RXFP1 agonist	D1 antag	D1 potentiator	D1 agonist	D2 PAM	LDHA inh	Glioma ERSR ind	Vif-APOBEC3G blk
O=C(c1coc(=O)c2ccccc12)N1CCN(Cc2ccccc2)CC1	-9%	1.8%	·	·	·	·	-2	-4%	-1%
COc1cccc(OC)c1C(=O)NC(=S)NCc1ccco1	13%	1.7%	-16	2	2	-1	-7	-3%	1%
COc1cc(NC(=O)CSCc2cnn(-c3ccccc3)c2-n2cccc2)cc(OC)c1	-1%	0.5%	0	6	5	8	3	-3%	1%
Cc1ccc(S(=O)(=O)c2nnn3c2nc(N2CCC(C(N)=O)CC2)c2ccccc23)cc1	-1%	26%	16	3	0	-6	-8	-2%	-2%
COc1cc(C2CC(=O)N(CC(=O)NCC3CCCO3)c3ccccc3S2)cc(OC)c1OC (stereo not given)	8%	-0.2%	5	-3	2	-3	-5	-3%	-10%
Cc1cc(C)cc(NC(=O)CCCn2nc(C)c3c(C)n(-c4ccccc4)nc3c2=O)c1	4%&8%	1.0%&-1.4%	-5&2	-1&0	1&3	33*!	-14&-20	-3%&0%	1%&1%
CC(=O)CSc1nnc(-c2ccc3c(c2)OCO3)o1	5%	1.0%	1	-3	0	-9	2	-2%	1%
COc1ccc(CNC(=O)c2cn(-c3cccc(OC)c3)c(=O)c3ccccc23)cc1	2%	8.0%	2	3	0	3	-1	-1%	0%
N#Cc1ccc2c(c1)C[C@]1(CCCCN3C(=O)c4ccccc4C3=O)OC3=C(C(=O)OC4(CCCCC4)C3)C2O1	·	1.9%[11.5 µM]	-1	2	0	·	·	·	·
CCOc1cc(-c2cc(-c3ccc(N)cc3)nc(N)c2C#N)ccc1O	-11%	16%	0	0	0	3	-4	-7%	-12%
O=C(CSc1nc(-c2ccccc2)c(-c2ccccc2)o1)NCCCO	11%	-1.8%	5	-2	2	·	-2&2	-2%	-5%
CCOc1cc(CN2CCC(CO)(Cc3cccc(C(F)(F)F)c3)CC2)ccc1OC	-24%	1.1%	6	-5	18	-19	-1	-4%	2%
CCOc1ccc(C(=O)OC(C)CN2CCN(C)CC2)cc1 (stereo not given)	-28%	-3.1%	6	6	1	5	-6	-3%	3%
O=C(Cn1cnc2ccccc2c1=O)NCCC(=O)N1CCN(c2ccccc2)CC1	0%	-2.1%	-3	5	5	-14	2	-3%	2%
Cc1ccccc1Cn1nc(C)c(NC(=O)C2(C)CC2(Cl)Cl)c1C (stereo not given)	-6%	0.7%	4	-4	0	5	-7	-5%	1%
Cc1ccc(Nc2c(-c3cccnc3)nc3ccc(Cl)cn23)cc1	2%	8.2%	-7	1	1	1	0	-3%	-3%
Cc1ccc(-c2csc(Nc3ccccn3)n2)cc1	?	1.6%	3	7	2	0	-2&8	-8%	-4%
CCOC(=O)N1CCN(C(=O)c2c[nH]c3ccc(S(=O)(=O)N(C)c4cccc(C)c4)cc3c2=O)CC1	-1%	-0.5%	-13	-3	5	1	-2	-2%	1%
CCN(CC)S(=O)(=O)c1ccc(Cl)c(NC(=O)CSc2nnc(-c3cccs3)o2)c1	-11%	4.6%	6	1	3	-3	-7	2%	1%
Cc1ccc(NC(=O)CCCC(=O)O)c(Br)c1	5%	0.1%	-5	0	3	-1	0	-6%	-2%
O=C(c1ccccc1)c1n[nH]c(-c2ccccc2)cc1=O	1%	-1.2%	-6	-1	-2	-1	-8	8%	0%
Cc1[nH]c2ccccc2c1/C=N/NC(=O)c1cccc(S(=O)(=O)Nc2cccc(C(F)(F)F)c2)c1	-6%	3.1%	11	4	3	-12	-9	-3%	-8%
COc1ccc(NC(=O)c2oc3ccccc3c2NC(=O)c2cccc(F)c2)c(OC)c1	-2%	1.4%	-8	1	4	·	-1	-2%	-1%
CCOc1ccc(C(=O)c2cccs2)cc1	1%	3.5%	3	-2	2	19	-4	6%	5%
COc1cccc(N2CCN(c3ccc4nnc(CCC(=O)Nc5cc(C)ccn5)n4n3)CC2)c1	-5%	7.4%	39	8	0	-4	1	-5%	-7%
Cn1c(=O)cc(SCC(=O)Nc2cccnc2)c2ccccc21	-13%	9.1%	9	-9	3	-1	-3	0%	-4%
Cc1noc(C)c1S(=O)(=O)N1CCCC(C(=O)NCCc2ccc(Cl)cc2)C1 (stereo not given)	6%	-0.1%	6	6	1	12	-16	5%	1%
CC1CC1C(=O)OCC(=O)Nc1cccc([N+](=O)[O-])c1 (stereo not given)	-1%	0.7%	-1	-4	0	-13	-7	3%	1%
Cc1ccc(NC(=O)c2ccc(CN3CC(=O)N4CCCCC4C3=O)cc2)c(Cl)c1 (stereo not given)	10%	1.3%	1	2	1	-1	-3	1%	6%
COc1ccc(C(=O)Nc2noc3ccccc23)cc1	·	-1.9%	-25	0	3	-14	-2	·	·
COc1ccc(S(=O)(=O)NNC(=O)c2ccc(-n3c(C)ccc3C)cc2)cc1	14%	-0.5%	-7	1	3	-4	-2	-4%	3%
Cc1ccc(CNc2cnn(C34CC5CC(CC(C5)C3)C4)c(=O)c2Cl)cc1	-12%	-2.0%	19	3	1	-3	-10	-6%	5%
COc1ccc(N2CCN(CCCNS(=O)(=O)c3ccc4c(c3)oc(=O)n4C)CC2)cc1	1%	-1.3%	4	2	0	-18	-2	-2%	0%
COc1ccccc1CNC(=O)c1ccc(CS(=O)Cc2cccc(Cl)c2)o1 (stereo not given)	-7%	-0.3%	-1	-4	0	5	-1	-3%	0%
CO[C@@]12[C@@H]3N[C@@H]3CN1C1=C(C(=O)C(N)=C(C)C1=O)[C@@H]2COC(N)=O	-16%	·	·	·	·	·	25	-4%	-6%
Cc1onc(-c2ccccc2)c1C(=O)N1CCc2ccccc21	2%	-0.5%	-6	0	9	2	1	-4%	1%
O=C(O)c1ccc(Cl)c(S(=O)(=O)N(Cc2ccccc2)c2ccccc2Cl)c1	2%	-0.5%	-19	2	1	9	-3	-2%	-25%
COCCNC(=O)C(=O)Nc1c2c(nn1-c1ccccc1)CS(=O)(=O)C2	-2%	?	·	-3	0	-6	-1	-2%	1%
COc1ccccc1C(c1nnnn1C(C)(C)C)N1CCN(C(=O)c2ccco2)CC1 (stereo not given)	-9%	3.2%	-15	-3	3	2	2	2%	-6%
CCOC(=O)CNC(=O)CSc1nc(-c2ccc(C)cc2)ns1	?	0.8%	-23	0	5	-9	-7	2%	-2%
COc1ccc(CCNC(=O)c2ccc3ccccc3n2)cc1OC	-5%	-0.8%	-3	-3	1	1	2	-3%	0%
COc1ccccc1NC(=O)COC(=O)Cc1ccc(S(=O)(=O)N2CCCCC2)s1	1%	0.3%	9	-2	6	4	-4	-5%	-4%
CC(OC(=O)Cc1coc2cc3c(cc12)CCC3)C(=O)NCc1ccc2c(c1)OCO2 (stereo not given)	-3%	-3.8%	·	-2	5	-1	-2	-2%	-9%

A portion of the library, so the mix of outcomes need not match the whole.
